Screening data deposited in PubChem BioAssay by several laboratories.
Bcl-B TR3 displacers: displacers of TR3 peptide from Bcl-B, primary screen, selectivity assay for Bfl-1 inhibitor project, biochemical, fluorescence polarization | displacement, % at 20 µM; hits with a dose series show IC50 in µM | FP displacement of FITC-TR3 peptide from Bcl-B; higher % means a stronger effect | AID 748 | hit rate 0.11% among 96,000;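 active means displacement above 50% at 20 µM plus a fluorescence interference ratio under 1.5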;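 further: plate controls were wells without compound for no effect and wells lacking Bcl-B protein for full effect; a part of the inactive calls stands beside numbers as strong as those of hits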
MRP resist rev: MRP-mediated drug resistance reversal | H69AR cells + 2 uM doxorubicin, CellTiter-Glo, 72 h | differential viability (reversal), % at 10 µM | hit rate 0.04% among 85,000 | AID 602;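 active means viability drop by adding the cancer drug above about 55%, with treated viability meeting a 40% cutoff, limit read from the data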;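 further: viability without doxorubicin minus viability with 2 µM doxorubicin for each compound; larger differential means the compound sensitizes cells more to doxorubicin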
MRP resist rev cytotoxicity: further read-out of MRP resist rev, marked with its call; viability, %; H69AR cells, CellTiter-Glo, 72 h; measured here: cytotoxicity without doxorubicin
MRP resist rev with doxorubicin: further read-out of MRP resist rev, marked with its call; viability, %; measured here: viability with 2 uM doxorubicin; hits give low values
Starred values were filed as active, the others as inactive; · = not tested or not shown; & = joins results of further samples. Not all compounds are listed; rates above refer to the full screens.

| No. | SMILES | Bcl-B TR3 displacers | MRP resist rev |
| --- | --- | --- | --- |
| 1 | COc1ccc(NC(=O)c2cnc3n(c2=O)CCS3)cc1OC | · | 26.8 |
| 2 | CCN1CCN(C(c2cccc(OC)c2)c2sc3nc(C)nn3c2O)CC1 (stereo not given) | · | 4.9 |
| 3 | Nc1nc2c(ncn2COCCO)c(=O)[nH]1 | · | -9.5 |
| 4 | CCN(CC)C(=O)c1cc2c(=O)oc3ccccc3c2s1 | · | 20.0 |
| 5 | COC(=O)C(C)Sc1ccc2nnc(-c3cccc(F)c3)n2n1 (stereo not given) | · | 5.0 |
| 6 | O=C(Nc1nnc(-c2ccc(Cl)cc2)o1)C1CCCCC1 | · | -14.4 |
| 7 | O=C(CCS(=O)(=O)c1ccc(Br)cc1)Nc1ccc2c(c1)OCO2 | · | -6.0 |
| 8 | CCOC(=O)C1CCN(C(=O)c2ccc(Cl)c(NC3=NC4CS(=O)(=O)CC4S3)c2)CC1 (stereo not given) | · | 4.6 |
| 9 | Cc1c(C(=O)N2CCCc3ccccc32)sc2nc(-c3ccccc3)cn12 | · | -6.7 |
| 10 | COc1ccc(-c2nnc(SCC(=O)Nc3sc4c(c3C#N)CCC4)n2CC2CCCO2)cc1 (stereo not given) | · | -23.8 |
| 11 | O=C(O)CCCc1ccccc1 | · | -0.6 |
| 12 | C[C@]12CC[C@@H]3c4ccc(OC(=O)c5ccccc5)cc4CC[C@H]3[C@@H]1CC[C@@H]2O | · | -5.1 |
| 13 | CCC(=O)N1CCc2cc(Br)cc(S(=O)(=O)N3CCN(c4ccccn4)CC3)c21 | · | 9.6 |
| 14 | Cn1c(=O)c2c(ncn2CC(O)CO)n(C)c1=O (stereo not given) | · | -10.3 |
| 15 | CC1(C)SC2[C@H](NC(=O)C(NC(=O)N3CCNC3=O)c3ccccc3)C(=O)N2C1C(=O)O (stereo not given in full) | · | -10.4 |

| No. | MRP resist rev cytotoxicity | MRP resist rev with doxorubicin |
| --- | --- | --- |
| 1 | 105.2 | 78.3 |
| 2 | 96.4 | 91.5 |
| 3 | 97.2 | 106.7 |
| 4 | 102.0 | 82.0 |
| 5 | 70.7 | 65.8 |
| 6 | 57.8 | 72.1 |
| 7 | 54.5 | 60.5 |
| 8 | 105.3 | 100.7 |
| 9 | 66.4 | 73.0 |
| 10 | 55.1 | 78.8 |
| 11 | 84.5 | 85.1 |
| 12 | 26.4 | 31.5 |
| 13 | 100.7 | 91.1 |
| 14 | 96.6 | 106.9 |
| 15 | 100.7 | 111.2 |

From no. 6 as far as 8, copied from above:
| No. | SMILES | Bcl-B TR3 displacers | MRP resist rev |
| --- | --- | --- | --- |
| 6 | O=C(Nc1nnc(-c2ccc(Cl)cc2)o1)C1CCCCC1 | · | -14.4 |
| 7 | O=C(CCS(=O)(=O)c1ccc(Br)cc1)Nc1ccc2c(c1)OCO2 | · | -6.0 |
| 8 | CCOC(=O)C1CCN(C(=O)c2ccc(Cl)c(NC3=NC4CS(=O)(=O)CC4S3)c2)CC1 (stereo not given) | · | 4.6 |

| No. | MRP resist rev cytotoxicity | MRP resist rev with doxorubicin |
| --- | --- | --- |
| 6 | 57.8 | 72.1 |
| 7 | 54.5 | 60.5 |
| 8 | 105.3 | 100.7 |

Continued.
| No. | SMILES | Bcl-B TR3 displacers | MRP resist rev |
| --- | --- | --- | --- |
| 16 | Cc1cc2oc(=O)cc(COC(=O)c3cccc(N(C)C)c3)c2cc1C | · | 9.2 |
| 17 | C=CCn1c(=O)c(C(=O)Nc2nnc(C)s2)c(O)c2ccccc21 | · | -9.8 |
| 18 | CN(C)c1ccc(C2N(c3cccc(Cl)c3)C(=O)C3CCCN32)cc1 (stereo not given) | · | 6.3 |
| 19 | COc1ccccc1-c1cc(N)n(S(=O)(=O)c2ccc(F)c(C)c2)n1 | · | -2.5 |
| 20 | O=C(Nc1ccccc1C(F)(F)F)c1cc(-c2ccccc2O)on1 | · | -6.4 |
| 21 | COc1ccc(/C(O)=C2\C(=O)C(=O)N(CCN(C)C)C2c2cccc(OC)c2OC)cc1 (stereo not given) | · | 6.4 |
| 22 | COc1ccc(-c2cc3nc4c(c(N5CCC6(CC5)OCCO6)n3n2)CCCC4)cc1 | · | -2.3 |
| 23 | COc1cc(NC(=O)c2onc(C)c2Cl)c(OC)cc1Cl | · | -9.9 |
| 24 | Cc1cccc(N2CCN(C(=O)C3CCCN(S(=O)(=O)c4cccc5cccnc45)C3)CC2)c1C (stereo not given) | · | 2.8 |
| 25 | O=c1n(CCCN2CCN(c3cccc(Cl)c3)CC2)nc2ccccn12 | · | 11.9 |
| 26 | Cc1cc(N2CCOCC2)nc2cc(O)ccc12 | · | 7.4 |
| 27 | CCOc1ccccc1NC(=O)Cn1c(=O)c2ccccc2n(CC)c1=O | · | 16.3 |
| 28 | CC(=O)c1ccc(NC(=O)CSc2nnc(Cn3c(=O)sc4ccccc43)n2C)cc1 | · | 7.6 |
| 29 | Cn1cnc(S(=O)(=O)NCc2ccccc2)c1 | · | 6.2 |
| 30 | CCCOc1ccc2oc(=O)c3c(c2c1)CCCN3C(=O)CN1CCN(C(=O)c2ccco2)CC1 | · | -20.2 |

| No. | MRP resist rev cytotoxicity | MRP resist rev with doxorubicin |
| --- | --- | --- |
| 16 | 78.4 | 69.3 |
| 17 | 41.3 | 51.1 |
| 18 | 95.7 | 89.3 |
| 19 | 72.5 | 75.0 |
| 20 | 82.6 | 89.0 |
| 21 | 94.5 | 88.0 |
| 22 | 53.3 | 55.6 |
| 23 | 79.4 | 89.3 |
| 24 | 56.6 | 53.8 |
| 25 | 95.5 | 83.6 |
| 26 | 95.0 | 87.5 |
| 27 | 93.8 | 77.5 |
| 28 | 101.0 | 93.4 |
| 29 | 95.0 | 88.8 |
| 30 | 54.9 | 75.1 |

The final 2 compounds of the part before lead into the next.
| No. | SMILES | Bcl-B TR3 displacers | MRP resist rev |
| --- | --- | --- | --- |
| 29 | Cn1cnc(S(=O)(=O)NCc2ccccc2)c1 | · | 6.2 |
| 30 | CCCOc1ccc2oc(=O)c3c(c2c1)CCCN3C(=O)CN1CCN(C(=O)c2ccco2)CC1 | · | -20.2 |
| 31 | CN(C)CCCN1C(=O)C(O)=C(C(=O)c2cc3ccccc3o2)C1c1ccccn1 (stereo not given) | · | -7.0 |
| 32 | CCOC(=O)C1CCCN(c2nc3ccccc3nc2C(C#N)C(=O)OC(C)C)C1 (stereo not given) | · | 19.5 |
| 33 | CC(C)(Sc1cc(C(C)(C)C)c(O)c(C(C)(C)C)c1)Sc1cc(C(C)(C)C)c(O)c(C(C)(C)C)c1 | · | -0.6 |
| 34 | Cn1cnc2c(sc3nc(N4CCOCC4)c4c(c32)CC(C)(C)OC4)c1=O | · | -10.1 |
| 35 | CN1C(C(=O)Nc2ccccn2)=C(O)c2ccccc2S1(=O)=O | · | -0.2 |
| 36 | CC1CC(C)CN(CCCNC(=O)c2cn(C)c3ccc(S(=O)(=O)N4CCCC4)cc3c2=O)C1 (stereo not given) | · | -0.4 |
| 37 | O=C(O)Cc1cc(I)c(Oc2ccc(O)c(I)c2)c(I)c1 | · | -8.3 |
| 38 | Cc1cc(NC(=O)CN2C(=O)CC(c3ccco3)Sc3ccccc32)no1 (stereo not given) | · | 6.4 |
| 39 | C[N+](C)(C)CCOP(=O)([O-])OC[C@H](O)CO | · | -5.5 |
| 40 | CCOC(=O)C1CCN(C(=O)c2sc3ncnc(N4CCC(C)CC4)c3c2C)CC1 | · | 13.8 |
| 41 | CCOC(=O)C1CCCN(C(=O)Cn2ncc3c(=O)oc4ccc(C)cc4c32)C1 (stereo not given) | · | -54.4 |
| 42 | CC(C)N1C(=O)CCC1C(=O)NCc1ccccc1Cl (stereo not given) | · | 8.4 |
| 43 | CN(C)C(=O)Oc1cccc([N+](C)(C)C)c1 | · | -16.7&3.0 |
| 44 | O=C(O)CCCCCCC1C(=O)NC(=O)N1CCC(O)C1CCCCC1 (stereo not given) | · | -2.5 |
| 45 | CC1(C)Cc2c(sc3nc(SCC#N)n(C4CCCCC4)c(=O)c23)CO1 | · | 0.1 |

| No. | MRP resist rev cytotoxicity | MRP resist rev with doxorubicin |
| --- | --- | --- |
| 29 | 95.0 | 88.8 |
| 30 | 54.9 | 75.1 |
| 31 | 91.2 | 98.2 |
| 32 | 68.5 | 49.0 |
| 33 | 95.7 | 96.3 |
| 34 | 59.5 | 69.6 |
| 35 | 95.3 | 95.5 |
| 36 | 86.8 | 87.2 |
| 37 | 91.9 | 100.3 |
| 38 | 89.0 | 82.6 |
| 39 | 97.2 | 102.7 |
| 40 | 59.6 | 45.9 |
| 41 | 48.8 | 103.1 |
| 42 | 99.1 | 90.7 |
| 43 | 84.1&100.4 | 100.8&97.4 |
| 44 | 95.3 | 97.9 |
| 45 | 95.8 | 95.8 |

(cont.)
| No. | SMILES | Bcl-B TR3 displacers | MRP resist rev |
| --- | --- | --- | --- |
| 46 | CCN(CC)CCNC(=O)c1ccc(N)cc1 | · | -1.9 |
| 47 | CCOc1cccc2cc(-c3csc(NC(=O)CCC(=O)N4CCN(C)CC4)n3)c(=O)oc12 | · | -16.5 |
| 48 | CCN1CCN(c2ncnc3c2cnn3-c2ccc(C)cc2C)CC1 | · | 29.1 |
| 49 | CCCCn1c(-c2nonc2NC(=O)c2ccccc2Cl)nc2ccccc21 | · | 7.7 |
| 50 | Cc1ccc2c(c1)N(CCCC(=O)NCc1cccnc1)C(=O)CO2 | · | 12.6 |
| 51 | Cc1ccc(N2C(=O)c3oc4ccccc4c(=O)c3C2c2cccnc2)nc1 (stereo not given) | · | -0.7 |
| 52 | COc1ccc(C)cc1NC(=O)C1CCCN(S(=O)(=O)c2c(C)noc2/C=C/N(C)C)C1 (stereo not given) | · | 15.2 |
| 53 | Cc1ccccc1OCC(=O)Nc1ccccc1-c1ccccc1 | -16.1% | · |
| 54 | COc1ccc(C(O)P(=O)(OC(C)C)OC(C)C)cc1OC (stereo not given) | 5.3% | · |
| 55 | COc1ccc(C(=O)c2ccc(Br)cc2)c2ccccc12 | 4.8% | · |

| No. | MRP resist rev cytotoxicity | MRP resist rev with doxorubicin |
| --- | --- | --- |
| 46 | 96.8 | 98.7 |
| 47 | 32.8 | 49.3 |
| 48 | 54.0 | 24.9 |
| 49 | 85.6 | 77.9 |
| 50 | 98.3 | 85.6 |
| 51 | 93.3 | 94.1 |
| 52 | 98.0 | 82.8 |
| 53 | · | · |
| 54 | · | · |
| 55 | · | · |

Arranged by the number under Bcl-B TR3 displacers (lowest first): 3 from the list above
no.	SMILES	Bcl-B TR3 displacers
53	Cc1ccccc1OCC(=O)Nc1ccccc1-c1ccccc1	-16.1%
55	COc1ccc(C(=O)c2ccc(Br)cc2)c2ccccc12	4.8%
54	COc1ccc(C(O)P(=O)(OC(C)C)OC(C)C)cc1OC (stereo not given)	5.3%

Among those listed so far, 3 have fluorine:
| No. | SMILES | Bcl-B TR3 displacers | MRP resist rev |
| --- | --- | --- | --- |
| 5 | COC(=O)C(C)Sc1ccc2nnc(-c3cccc(F)c3)n2n1 (stereo not given) | · | 5.0 |
| 19 | COc1ccccc1-c1cc(N)n(S(=O)(=O)c2ccc(F)c(C)c2)n1 | · | -2.5 |
| 20 | O=C(Nc1ccccc1C(F)(F)F)c1cc(-c2ccccc2O)on1 | · | -6.4 |

| No. | MRP resist rev cytotoxicity | MRP resist rev with doxorubicin |
| --- | --- | --- |
| 5 | 70.7 | 65.8 |
| 19 | 72.5 | 75.0 |
| 20 | 82.6 | 89.0 |
